Source: PubChem (National Center for Advancing Translational Sciences (NCATS))
DRD3 antagonist – qHTS of D3 Dopamine Receptor Antagonist: qHTS | D(3) dopamine receptor (Homo sapiens), P35462 | D3R cells, DiscoveRx beta-arrestin luminescence, antagonist mode; stronger effect = lower value | max response, negative = inhibition, % | actives 2.5% (n = 360,000); in the data active = max response below about -50%; inconclusive = no clear call, values can overlap the other calls; also: % is scaled to controls: 0 for no effect and ±100 for the full control effect; mostly tested at two doses, the higher about 12 µM
Target sequence (P35462 whole entry, looked up): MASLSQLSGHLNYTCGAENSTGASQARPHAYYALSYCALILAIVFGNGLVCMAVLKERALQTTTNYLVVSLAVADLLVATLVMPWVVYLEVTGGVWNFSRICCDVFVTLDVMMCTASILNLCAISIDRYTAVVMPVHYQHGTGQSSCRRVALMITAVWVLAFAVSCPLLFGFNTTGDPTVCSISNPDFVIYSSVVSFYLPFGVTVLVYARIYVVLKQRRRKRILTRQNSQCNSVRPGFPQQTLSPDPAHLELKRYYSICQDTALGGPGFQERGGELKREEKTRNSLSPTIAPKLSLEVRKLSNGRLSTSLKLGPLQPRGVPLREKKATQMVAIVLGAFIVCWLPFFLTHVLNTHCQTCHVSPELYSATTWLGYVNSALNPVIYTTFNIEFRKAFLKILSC
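Cells expressing the human receptor were seeded at 1500 cells/well, incubated overnight at 37 degrees C in 5% CO2, then exposed to library compounds with dopamine controls for 90 minutes at 37 degrees C before luminescent detection.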
TDP-43 yeast inh – qHTS of TDP-43 Inhibitors; actives 1.8% (n = 410,000); Potency, µM (top dose mostly 46.1 µM), for the others: at the top dose growth rescue (activation), hits mostly activators; TDP-43 expressing yeast growth rescue, BacTiter-Glo, 24 h; also: potency is read from the fitted curve at half-maximal effect; % of control where 0% means no effect; nearly all actives have a fitted effect of over 50% in size
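Readout is BacTiter-Glo luminescence of cell growth, so inhibitors register as activators. TDP-43-expressing yeast at OD600=0.02 in galactose medium, after raffinose pregrowth to mid-log, were incubated with compound for 24 hr at 30 deg C.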
Abeta rescue – qHTS for compounds that reverse cellular toxicity of Amyloid beta (A-beta) peptide in yeast: Primary Screen; yeast expressing A-beta42, growth rescue, OD600, 48 h; response scale: 0% DMSO, 100% iron-clioquinol control; Potency, µM (titrated, usually from 46.1 µM), for inactives: at the highest dose growth rescue, most hits filed as activators; actives 0.063% (n = 410,000); also: potency is read from the fitted curve at half-maximal effect; nearly all actives have a fitted effect of over 55% in size
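Growth rescue measured by 600 nm absorbance after 48 h yeast culture at 30 C with compound. Values normalized between DMSO and an equimolar ferric chloride plus clioquinol control.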
FUS yeast rescue – qHTS for Suppressors of FUS Proteinopathy: Primary screen using FUS-linked yeast assay; S. cerevisiae FUS-expressing, growth rescue, OD600, 24 h; Potency, µM (top dose mostly 76.6 µM), for the others: top-dose growth rescue (activation), hits mostly activators; actives 0.24% (n = 390,000); AID 1347120, 2019;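 also: potency is read from the fitted curve at half-maximal effect; plate controls were DMSO vehicle for no effect and reference control for full effect; nearly all actives have a fitted effect of over 55% in size; some results filed as inactive show a strong effect at the top dose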
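Toxicity suppression screen in FUS-yeast. Cells induced with 2% galactose, starting OD 0.005, treated 24hr at 30C with compounds at multiple final concentrations; growth by OD600.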
aSyn yeast inh – qHTS of alpha-syn Inhibitors. actives 0.14% (n = 370,000). Potency, µM (highest dose often 46.1 µM), for inactives: at the highest dose growth rescue (activation), hits mostly activators. Yeast expressing alpha-synuclein, growth rescue, BacTiter-Glo, 24 h. AID 652106, 2013; also: potency is read from the fitted curve at half-maximal effect; % of control where 0% means no effect; nearly all actives have a fitted effect of over 65% in size
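Rescue of yeast growth: cells expressing toxic alpha-synuclein, induced in galactose at OD600 0.02, incubated with compound 24 h at 30 C. ATP luminescence quantified growth; inhibitors of toxicity appear as activators.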
GLP-1R agonist – qHTS of GLP-1 Receptor Agonists | Glucagon-like peptide 1 receptor (Homo sapiens), P43220 | HEK293 GLP-1R CRE-luciferase, luminescence, 4-6 h; cells express a hypersensitive GLP-1R form | Potency, µM (doses to about 45.6 µM), without a hit: at the highest dose activation, most hits filed as activators | actives 0.007% (n = 380,000); also: potency is read from the fitted curve at half-maximal effect; % of control where 0% means no effect
Target sequence (P43220 whole entry, looked up): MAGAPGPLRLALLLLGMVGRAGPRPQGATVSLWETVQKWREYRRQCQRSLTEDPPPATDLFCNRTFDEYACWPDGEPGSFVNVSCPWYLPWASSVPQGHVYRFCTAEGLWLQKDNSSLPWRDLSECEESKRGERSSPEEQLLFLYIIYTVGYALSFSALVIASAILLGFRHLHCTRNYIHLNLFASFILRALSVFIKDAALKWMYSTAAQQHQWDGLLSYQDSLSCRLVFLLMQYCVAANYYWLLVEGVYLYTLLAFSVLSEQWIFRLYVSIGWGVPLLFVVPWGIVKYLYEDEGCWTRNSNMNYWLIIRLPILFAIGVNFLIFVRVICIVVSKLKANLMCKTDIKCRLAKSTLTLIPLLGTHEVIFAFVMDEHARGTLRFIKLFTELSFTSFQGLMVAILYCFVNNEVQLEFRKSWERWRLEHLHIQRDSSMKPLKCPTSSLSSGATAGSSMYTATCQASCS
GLP1R inv ag – qHTS of GLP-1 Receptor Inverse Agonists (Inhibition Mode). Glucagon-like peptide 1 receptor (Homo sapiens), P43220. HEK293 GLP-1R CRE-luciferase, luminescence, 24 h; GLP-1R form is constitutively active. Potency, µM (titrated, usually from 38.3 µM), without a hit: at the highest dose activity change, negative = inhibition, most hits filed as inhibitors. actives 1.6% (n = 410,000); also: potency is read from the fitted curve at half-maximal effect; % is scaled to controls: 0 for no effect and ±100 for the full control effect; nearly all actives have a fitted effect of over 55% in size
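Inverse agonists were sought by their lowering of basal cAMP reporter luciferase output in HEK293 cells stably carrying constitutively active human GLP-1R, after 24 h compound treatment.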
Akt phos inh – HTS Assay for Inhibitors of Akt Phophorylation: Primary Screen | Neuro2A IGF-stimulated pAkt S473 HTRF, 20 min; stronger effect = lower value | activity change, % for hits at 50 µM | actives 0.32% (n = 360,000); in the data active = activity change below about -80%; inconclusive = mostly about -51% to -80%; also: % is scaled to controls: 0 for no effect and ±100 for the full control effect
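Neuro2A cells (4,500/well, DMEM with 0.5% FBS) were treated with compound at a single 50 µM final concentration, stimulated with 6 nM IGF for 20 min at 37 °C, and lysed. Phospho-Akt Ser473 was read by HTRF as 665/615 ratio ×10^4.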
PTHR1 ag – qHTS for PTHR1 Agonists: Primary Screen; Parathyroid hormone/parathyroid hormone-related peptide receptor (Homo sapiens), Q03431; HEK293 GP2 PTHR1 cells, GloSensor cAMP luminescence, 1 h; Potency, µM (series often up to 115 µM), without a hit: at the top dose activation, actives largely listed as activators; actives 0.075% (n = 410,000); AID 743266, 2014; also: potency is read from the fitted curve at half-maximal effect; nearly all actives have a fitted effect of over 55% in size; some results filed as inactive show a strong effect at the top dose; inactives centre near -15; many of its hits are not listed in these tables
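HEK-293-derived GP2 cells expressing PTHR1 and a GloSensor cAMP reporter, 3,000/well, plated overnight, given luciferin plus IBMX (each 0.5 mM as added) for 1 h at 37 °C, then compound for 1 h at 37 °C. Luminescence was read after 15 min at room temperature.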
* hit, by the source's call; i = inactive; ? = inconclusive; nt = no result given; & = joins results of further samples; [ ] = another dose, or the depositor's remark. Unless noted, calls follow the shape of the dose curve; as a rule, active = well fitted curve in the direction sought with a large enough effect; inconclusive = small, poorly fitted or top-dose-only effect, or another doubt; inactive = no such curve, though single readings can be large; an effect the other way counts as inactive or inconclusive. A portion of the library. The share of hits here may be higher or lower than overall.

SMILES	DRD3 antagonist	TDP-43 yeast inh	Abeta rescue	FUS yeast rescue	aSyn yeast inh	GLP-1R agonist	GLP1R inv ag	Akt phos inh	PTHR1 ag
CCOC(=O)C1CCCN(C(=O)Cn2cnc3c2c(=O)n(C)c(=O)n3C)C1 (stereo unspecified)	15	18%	5%	11%	-15%	-12%	5%	i	-3%[57.5 µM]
CCc1ccccc1NC(=O)CCc1c(C)nn(-c2ccc(N3CCOCC3)nn2)c1C	-12	-14%&4%	-1%&-1%	14%&13%	-4%	-3%	5%&9%	i	-30%[inhibitor]
CC1(C)CC(=O)C=C(Nc2cccc(O)c2)C1	30	-8%	7%	-6%	4%	-8%	0%	i	i
O=C(Cn1nnc(-c2cccc(C(F)(F)F)c2)n1)NCc1ccc(F)cc1	nt	12%	-6%	26%	nt	0%	2%	nt	-8%
COc1ccc(S(=O)(=O)NNC(=O)C23CC4CC(CC(C4)C2)C3)cc1	-3	19%	-14%	nt	-2%	8%	-15%	i	i
CC(C)C[C@@H]1Cc2[nH][nH]c(=O)c2[C@H](C)O1	33	20%	-3%	1%	-11%	0%	8%	i	i
O=C(N/N=C/c1ccc2c(c1)OCO2)c1ccccn1	-9	-11%	-18%	-2%	-20%	-1%	?	i	-14%[57.5 µM]
O=C1C=C(c2cc(F)ccc2F)C[C@@H](c2ccc(F)cc2)C1	-15	22µM*	1%	25%	10%	-4%	?	i	-72%[inhibitor]
Cc1ccc(C(=O)CSc2nc3ccccc3c(=O)n2-c2ccccc2)s1	15	-12%	-12%	24%	-4%	-10%	7%	-100%*	i
C/C(=N/NC(=O)CNC(=O)Cc1ccccc1)c1ccco1	27	?	-15%	-10%	-2%	4%	6%	i	i
CC1CCC/C(=N\NC(=O)Nc2ccccc2)C1 (stereo unspecified)	11	15%	-7%	7%	1%	4%	1%	i	i
O=C(CN1CCC(C(=O)c2ccc(Cl)cc2)CC1)Nc1ccc2c(c1)OCCO2	-76*	-1%	16%	23%	8%	-4%	?	nt	i
CCOC(=O)C1CCN(C(=O)c2ccccc2NC(C)=O)CC1	-11	4%	4%	-5%	-4%	-5%	11%	i	-4%[57.5 µM]
CCc1ccc(CN2CCC(n3nccc3NC(=O)C3CCCC3)CC2)cc1	1	9%	-8%	nt	-5%	2%	?	i	i
COc1ccc(-c2nc3ccccc3n2OC(C)C(=O)O)cc1 (stereo unspecified)	-14	-19%	0%	4%	-11%	2%	14%	i	-10%
CCN1/C(=C/c2ccc3cc(C)ccc3[n+]2CC)Sc2ccccc21	3	-89%[inhibitor]	-80%[inhibitor]	-1%	-76%[inhibitor]	-6%	?	i	-67%[inhibitor]
O=C(NCC(=O)N(c1cccnc1)C(C(=O)NC1CCCCC1)c1ccccc1F)c1ccco1 (stereo unspecified)	-15	0%	-24%	26%	-9%	2%	8%	i	5%
O=C(Cn1cnc2c(nnn2Cc2ccc(F)cc2)c1=O)Nc1ccc2c(c1)OCCO2	2	12%	-5%	-10%	1%	-1%	6%	nt	-8%
CCN(CC)CCCNc1nc2cc(OC)c(OC)cc2c2nc(-c3ccccc3)nn12	?	-7%	-2%	9%	-3%	-17%	?	i	i
O=C(NC1CCCC1)c1cccc2c1C(=O)c1ccc(N3CCCCC3)cc1S2(=O)=O	32	0%	7%	-9%	1%	12%	4%	i	-25%
COc1ccc(Br)c(Cn2c(C)c(C(=O)NCc3ccc4c(c3)OCCO4)sc2=O)c1	4	0%	8%	?	0%	3%	?	i	-16%
CC(NC(=O)C(C)N1C(=O)c2ccccc2C1=O)c1ccccc1 (stereo unspecified)	13	11%	15%	-8%	3%	-9%	1%	i	i
COc1cc(C(=O)NCCCN2CCCC2=O)cc(Br)c1OCc1ccccc1	-16	1%	10%	17%	?	0%	?	i	18%
COc1ccc(CCN2C(=O)COc3ccccc3C2C(=O)NCc2ccccc2)cc1OC (stereo unspecified)	13	?	-5%	5%	3%	4%	7%	i	-8%
OC[C@@H]1CN(Cc2ccco2)C[C@H](n2cnc3c(N4CCOCC4)ncnc32)O1	14	0%	17%	-12%	0%	25%	17%	i	-24%

Records above that bear a hit mark in Akt phos inh.
molecule	GLP-1R agonist	GLP1R inv ag	Akt phos inh	PTHR1 ag
Cc1ccc(C(=O)CSc2nc3ccccc3c(=O)n2-c2ccccc2)s1	-10%	7%	-100%*	i

Next section.
SMILES	DRD3 antagonist	TDP-43 yeast inh	Abeta rescue	FUS yeast rescue	aSyn yeast inh	GLP-1R agonist	GLP1R inv ag	Akt phos inh	PTHR1 ag
O=C(CCN1C(=O)C2C3C=CC(C3)C2C1=O)NC1CCCc2ccccc21 (stereo unspecified)	0	-3%	2%	5%	0%	-4%	-5%	i	-8%[57.5 µM]
CC(C)n1cc(NC(=O)COc2ccccc2Cl)cn1	-23	0%	-6%	9%	0%	10%	13%	i	-4%
CCCNS(=O)(=O)c1cc2c3c(c1)CCN3C(=O)CC2	-22	-4%	-9%	-5%	-13%	-1%	1%	i	i
COC(=O)c1ccc(NC(=O)CN2CCN(c3ccccn3)CC2)cc1	3	-2%	6%	16%	2%	4%	6%	i	i
CC(=NCCc1ccccc1)C1=C(O)C(c2ccccc2)OC1=O (stereo unspecified)	-24	13%	-8%	-14%	-7%	-6%	?	i	i
Cc1ccc2c(c1)CCCN2C(=O)C1CCCO1 (stereo unspecified)	5	-14%	11%	13%	3%	-4%	0%	i	i
CCC(C(=O)OCC(=O)Nc1ccc(C(N)=O)cc1)c1ccccc1 (stereo unspecified)	5	2%	20%	15%	2%	10%	0%	i	-2%
Cc1ccc2c(c1)N(C(=O)CCC(=O)NC1CCCCCC1)CCO2	?	-1%	3%	-9%	7%	1%	?	i	0%
CCNC(=S)NN=C1c2ccccc2-c2ccccc21	-24	13µM*	13%	2%	-5%	27%	?	i	-23%
CCOC(=O)c1ccc(Nc2ncnc3c2cnn3-c2cccc(Cl)c2)cc1	nt	0%	-7%	-31%	nt	nt	12%	nt	i
O=C(NCc1cc(Cl)cc(Cl)c1)c1ccc2nc([C@@H]3O[C@H](CO)[C@H](O)[C@H](O)[C@H]3O)[nH]c2c1	0	18%	17%	-12%	-5%	-3%	21%	i	-2%
CC(C)c1ccc(S(=O)(=O)Nc2ccc(O)c(Sc3ncn[nH]3)c2)cc1	16	5%	-1%	-4%	8%	9%	-29%	i	-3%
CN(C)C=Nc1nc2ccccc2nc1N1CCCC1	11	0%	-4%	-22%	11%	6%	0%	i	6%
O=C(NC1CCCCC1)C(c1cccnc1)N(C(=O)c1csnn1)c1ccccc1 (stereo unspecified)	-5	-11%	1%	4%	-1%	5%	3%	i	i
COc1ccc(Cn2c(=O)[nH]c3cc(C(=O)N4CCN(c5cc(C)ccc5C)CC4)ccc3c2=O)cc1	nt	0%	11%	-14%	nt	-4%	2%	nt	-22%
CCn1c(=N)n(CC(=O)c2ccc(OC)cc2)c2ccccc21	-25	6%	8%	-52%[inhibitor]	-3%	1%	?	i	-10%[57.5 µM]
COc1ccccc1-c1oc2ccccc2c1C#CC1(N)CCCCC1	-21	5%	-16%	22%	-34%[inhibitor]	25%	?	i	1%
O=C(COCc1nc2ccccc2c(=O)[nH]1)NC1CCCC1	-22	-12%	-3%	17%	3%	2%	31%[activator]	nt	i
Cc1ccc(S(=O)(=O)N2CCN(C(=O)COC(=O)c3ccccn3)CC2)c(C)c1	4	10%	-7%	0%	-4%	-14%	1%	i	i
COc1cccc(N=C(N)N)c1	-4	13%	3%	-19%	3%	-6%	4%	i	i
COc1nc(N(C)S(=O)(=O)c2ccc(C)cc2)nc(C)c1Br	32	2%	-3%	-17%	2%	-2%	13%	i	-33%[inhibitor]
COC(=O)Cc1c(C)nc2nc[nH]n2c1=O	4	-13%	7%	12%	-4%	0%	28%	i	-19%[57.5 µM]
COc1cc(/C=C/C(=O)Nc2ccc(C(C)=O)cc2)cc(OC)c1OC	5	-7%	22%	nt	-1%	9%	16%	i	-56%[inhibitor]
COc1cccc(N/C=C/C(=O)c2ccc(C)cc2)c1	21	?	-21%	-6%	-23%	1%	?	i	-19%
CCOC(=O)C1=C(O)/C(=C/c2ccc(-c3ccccc3C(=O)O)o2)SC1=Nc1ccc(OC)cc1	-7	13%	22%	?	-1%	-15%	9%	i	-23%
Other records follow:
SMILES	DRD3 antagonist	TDP-43 yeast inh	Abeta rescue	FUS yeast rescue	aSyn yeast inh	GLP-1R agonist	GLP1R inv ag	Akt phos inh	PTHR1 ag
COc1nc(Oc2ccc(C(=O)OCC(N)=O)cc2)nc(N(C)C)n1	-19	-18%	13%	1%	0%	-2%	25%	i	i
Cc1cccc(NC(=O)C[n+]2ccc(N(C)C)cc2)c1	-10	4%	-2%	-8%	0%	-1%	1%	i	-1%
CN(Cc1ccc(F)cc1)Cc1nc(-c2cnccn2)no1	10	-14%	6%	1%	-2%	-3%	3%	i	i
CCOC(=O)C(CCCOc1cccc(OC)c1)C(=O)OCC	-9	-5%	4%	10%	-3%	-3%	-15%	i	-31%
CCc1cccc(N=c2c([N+](=O)[O-])nn(-c3ccc4c(c3)OCCO4)n2O)c1	-11	-16%	-3%	3%	-8%	1%	?	i	-42%[inhibitor]
O=C(O)Cc1cn(-c2ccccc2)nc1-c1ccccc1	22	nt	19%	0%	?	-5%	6%	i	i
O=C(c1ccco1)N1CCN(S(=O)(=O)Cc2ccc(Cl)cc2)CC1	-6	-7%	-5%	-7%	0%	0%	2%	i	i
